Bioassay records (PubChem BioAssay)
S1P2 agonist – S1P2 (human) receptor agonism | O95136 | S1P2-expressing cell line, agonist reporter read-out | activation, % at 4.5 µM | hit rate 0.46% among 97,000 | AID 729; in the data active means activation above about 16%;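 further: 0% = vehicle low control and 100% = maximal reference agonist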
Target sequence (O95136 whole entry, looked up): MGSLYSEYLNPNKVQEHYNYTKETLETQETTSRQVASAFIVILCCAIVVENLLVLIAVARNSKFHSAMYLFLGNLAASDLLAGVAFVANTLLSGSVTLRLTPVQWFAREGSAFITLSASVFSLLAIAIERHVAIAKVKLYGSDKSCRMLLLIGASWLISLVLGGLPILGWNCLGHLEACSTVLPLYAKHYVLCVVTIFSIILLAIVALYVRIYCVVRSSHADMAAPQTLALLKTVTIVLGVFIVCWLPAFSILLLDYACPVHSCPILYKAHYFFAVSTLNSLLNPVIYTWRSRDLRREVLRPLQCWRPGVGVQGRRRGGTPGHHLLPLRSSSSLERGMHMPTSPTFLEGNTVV
sEH inh – inhibitors of human soluble epoxide hydrolase; P34913; hit rate 0.34% among 91,000; AID 707; recombinant human sEH enzymatic activity assay; inhibition, % at 2 µM; in the data active means inhibition above about 80%; further: values of inactives mirror those of a sister screen read the other way; many of its hits are not listed in these tables
Target sequence (P34913 whole entry, looked up): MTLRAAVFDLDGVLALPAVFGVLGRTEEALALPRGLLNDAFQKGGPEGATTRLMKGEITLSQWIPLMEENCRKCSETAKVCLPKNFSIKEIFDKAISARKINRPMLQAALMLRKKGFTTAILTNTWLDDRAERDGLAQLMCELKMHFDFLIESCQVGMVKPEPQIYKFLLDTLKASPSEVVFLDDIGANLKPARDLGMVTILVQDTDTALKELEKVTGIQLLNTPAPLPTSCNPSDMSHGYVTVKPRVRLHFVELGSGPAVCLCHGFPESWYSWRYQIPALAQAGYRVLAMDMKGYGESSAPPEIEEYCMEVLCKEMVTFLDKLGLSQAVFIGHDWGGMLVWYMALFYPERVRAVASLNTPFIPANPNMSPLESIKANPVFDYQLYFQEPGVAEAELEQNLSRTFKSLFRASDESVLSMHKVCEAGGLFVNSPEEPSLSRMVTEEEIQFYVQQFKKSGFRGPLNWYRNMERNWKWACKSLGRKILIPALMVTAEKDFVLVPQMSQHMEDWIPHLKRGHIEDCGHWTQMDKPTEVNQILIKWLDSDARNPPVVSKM
sEH act – increases human soluble epoxide hydrolase activity; P34913; purified human sEH enzymatic activity, activator screen; activation, % at 2 µM; hit rate 0.04% among 91,000; AID 717; in the data active means activation above about 37%; further: values of inactives mirror those of a sister screen read the other way
HUVEC prolif 384 – inhibitors of human endothelial cell proliferation; AID 648; hit rate 1.1% among 86,000; viability, % at 10 µM (by protocol); HUVEC proliferation, CellTiter-Glo luminescence, 72 h; stronger effect = lower value;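 active means viability at or below 30%; inactive means viability above 30%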;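 further: 100% = median luminescence of DMSO-only cell control wells on each plate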
Lung fibro prol – blocks proliferation of human lung fibroblasts; LL 47 human lung fibroblast viability, ATP luminescence; stronger effect = lower value; AID 719; hit rate 1.1% among 85,000; viability, % at 10 µM;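 active means viability at or below 50% in the single dose screen; inactive means viability above 50%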;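 further: compound exposure lasted 72 h before the ATP readout; 100% = median luminescence of untreated cell-only wells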
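Times – overnight cell rest, 72 h compound treatment at 37 °C · Test system – human lung fibroblast line LL 47, low passage · Amount – 1,150 cells in each well · Controls – cell-only wells, no compound · Doses – 0.1% DMSO in all compound wells · Measured by – CellTiter-Glo luminescence · Buffer or medium – IMEM plus 15% FBS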
H69AR inhibit – blocks growth of human H69AR lung tumor cells | H69AR lung tumor viability, ATP luminescence, 72 h; stronger effect = lower value | viability, % at 10 µM | hit rate 6% among 85,000;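 active means viability at or below 40%; inactive means viability above 40%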;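 further: multidrug resistant small cell line overexpressing MRP-1 efflux transporter; 100% = mean luminescence of untreated control wells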
S1P2 blocker – S1P2 (human) receptor antagonism. O95136. cell-based S1P2 antagonist assay, inhibition at 5 uM. inhibition, % at 5 µM. hit rate 0.21% among 97,000. AID 736; in the data active means inhibition above about 45%;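 further: CRE beta-lactamase reporter cells expressing human S1P2 stimulated with S1P; 0% = agonist at EC80 alone and 100% = agonist plus reference antagonist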
PostGolgi ctrl – yeast control strain growth, post-Golgi counter-screen; efflux-deficient yeast background strain, growth absorbance A615, 16 h; inhibition, % at 10 µM; hit rate 5% among 98,000; AID 738; in the data active means inhibition above about 30%
PTPN22 act – LYP (human) phosphatase activation; Q9Y2R2; recombinant LYP, DiFMUP fluorescence; 0 = plate median, 100 = signal doubled; activation, % at 2 µM; hit rate 0.11% among 96,000; AID 697;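 active means activation at 2 µM above a set limit, the mean plus 5 SD, cut at about 37% in these data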
* marks the source's active call; other numbers are inactive results; . = no result given.

SMILES	S1P2 agonist	sEH inh	sEH act	HUVEC prolif 384	Lung fibro prol	H69AR inhibit	S1P2 blocker	PostGolgi ctrl	PTPN22 act
CCNC(=S)N(Cc1ccc2c(c1)OCO2)C1CC(=O)N(c2ccc(OC)cc2)C1=O (configuration not stated)	-7	10	-7	.	.	.	-14	5	4
COc1ccc(CCNC(=O)Cn2cnc3c(nnn3Cc3ccccc3F)c2=O)cc1OC	-7	3	-2	95	95	96	4	.	-6
COc1ccc(C(C)C)cc1S(=O)(=O)n1cnc(C)c1	-6	2	-3	64	91	27*	-3	5	-4
CCn1cc(Br)c(C(=O)NCc2ccco2)n1	0	-10	13	101	94	91	-11	6	-1
N#CCCSCc1ccc(OCC(=O)O)cc1	3	2	-1	91	102	80	-11	12	-2
c1ccc(Nc2nn[nH]n2)cc1	.	.	.	93	95	89	.	4	.
CC(=O)Nc1ccc(-c2cc3ccccc3o2)cc1	0	-3	6	91	103	96	-18	9	-7
CCc1nnc(NC(=O)CN2CCN(c3ccc(Cl)cc3)CC2)s1	-1	3	1	89	96	100	3	.	14
Cc1cc(C)nc(NCCCc2ccccc2)n1	-1	-2	4	102	103	92	-4	7	1
CCOc1ccc(NC(=O)C2CC(=O)N(c3cc(C)cc(C)c3)C2)cc1 (configuration not stated)	-6	12	-10	92	95	91	-1	-1	12
Cc1ccc(S(=O)(=O)CC#CCOC(=O)c2ccc([N+](=O)[O-])cc2)cc1	-6	-1	1	43	43*	1.6*	17	-1	2
O=C(CNc1ccc(Br)cc1)c1ccccc1	-1	-7	8	.	.	.	6	18	-6
COc1ccc(C2=Nc3cccc4cccc(c34)N2)cc1	-2	-1	4	.	.	.	14	1	-1
Cc1ccc(NC(=O)c2csc(-c3ccccc3)c2C)cc1	-9	41	-41	.	.	.	-6	23	-3
O=C1NC2(CCCCC2)N=C1c1ccc(Br)cc1	-11	7	-5	118	111	91	-5	4	-4
CC1CCCCN1CC(=O)Nc1sccc1C#N (configuration not stated)	-1	10	-11	.	.	.	-9	6	6
Cn1c(=O)c2c(nc(N3CCCCCC3)n2CCSc2nc3ccccc3o2)n(C)c1=O	-6	-3	2	92	96	63	2	24	1
Cc1ccc(NN2C(=O)C=C(c3ccc(Cl)cc3)C2=O)cc1	-4	-18	16	53	87	2.3*	27	99*	6
COCc1c(C(=O)OCC(=O)N2c3ccccc3NC(=O)C2(C)C)oc2ccccc12	-8	-13	12	95	94	107	7	4	1
COc1cccc(NC(=O)CN(c2ccc(C)cc2)S(=O)(=O)c2c(C)nn(C)c2C)c1	-6	.	.	86	89	58	-10	7	10
Cc1cc(C(=O)COC(=O)c2n[nH]c3ccccc23)c(C)n1CC1CCCO1 (configuration not stated)	-6	-5	5	88	85	81	-1	8	-7
COc1ccc(C(=O)c2nc3c(n2O)CCCCC3)cc1	-3	-22	19	111	103	88	-7	-1	0
COc1ccc(C(C(=O)NC2CCCCC2)N(C(=O)Cc2c[nH]c3ccccc23)c2ccc(NC(C)=O)cc2)cc1OC (configuration not stated)	-2	4	-2	.	.	.	15	2	9
O=C(CN1C(=O)CCS(=O)(=O)c2ccccc21)Nc1cccc(Cl)c1	-7	6	-4	91	96	100	-2	6	0
Cc1cc(C)c2c(-n3cccc3)c(C(=O)NNS(=O)(=O)c3ccccc3)sc2n1	-1	1	2	.	.	.	7	22	2
CCOC(=O)C1C(=O)CC(C)(O)C(C(=O)OCC)C1/C=C/c1ccccc1 (configuration not stated)	-4	4	-5	113	99	72	12	3	2
CCc1ccc(N/C(SCc2cccc(F)c2)=C(/C#N)C(=O)NCc2ccco2)cc1	-4	.	.	107	98	78	2	-4	-10
Nc1ccc(S(=O)(=O)N2CCCC2)cc1	-5	-10	8	104	97	95	6	19	-5
O=C(O)CSCc1cnn(-c2ccccc2)c1-n1cccc1	-9	.	.	100	103	103	7	9	0
O=C(c1ccc2c(c1)[nH]c(=S)n1c3ccccc3nc21)N1CCN(c2ncccn2)CC1	-4	11	-11	79	95	82	6	-4	-6

Reprinted from the part before: two compounds, followed by the next part.
SMILES	S1P2 agonist	sEH inh	sEH act	HUVEC prolif 384	Lung fibro prol	H69AR inhibit	S1P2 blocker	PostGolgi ctrl	PTPN22 act
O=C(O)CSCc1cnn(-c2ccccc2)c1-n1cccc1	-9	.	.	100	103	103	7	9	0
O=C(c1ccc2c(c1)[nH]c(=S)n1c3ccccc3nc21)N1CCN(c2ncccn2)CC1	-4	11	-11	79	95	82	6	-4	-6
CCN(CCCNC(=O)C1CCC(=O)N1C1CCCC1)c1cccc(C)c1 (configuration not stated)	-4	-3	5	92	94	82	6	14	-8
CCN(C(=O)CSc1nncs1)c1c(N)n(Cc2ccccc2)c(=O)[nH]c1=O	-4	-6	7	105	99	98	27	-7	-1
Cc1n[nH]c(=S)n1/N=C/c1ccc(OCc2ccc(Cl)cc2)cc1	-3	22	-23	.	.	.	-4	3	-6
COc1ccccc1Nc1ncccc1C(=O)O	-2	-1	2	94	98	94	3	6	-9
O=C(Cn1c(=O)c2c(ncn2Cc2ccccc2)n(Cc2ccccc2)c1=O)N1CCc2ccccc21	-2	-9	9	107	95	111	6	7	-9
O=C(O)C1CCCN1S(=O)(=O)c1ccc2c(c1)CCC2 (configuration not stated)	-4	11	-10	92	104	93	17	-3	-6
Cc1[nH]c2ccccc2c1SCC(=O)N1CCN(c2ccccc2)CC1	-7	-1	3	99	100	77	-13	15	4
CCCCn1c(-c2nn(C)cc2Cl)n[nH]c1=S	-1	-14	16	94	101	98	1	5	-5
CCOc1ccc(CNC(=O)C2CCCN(S(C)(=O)=O)C2)cc1OC (configuration not stated)	-5	15	-16	97	101	93	11	3	0
Cn1c(N)c(C(=O)CCl)c(=O)n(C)c1=O	-3	11	-9	89	76	3.0*	-13	1	-3
CCOC(=O)N1CCN(C(=O)CN(Cc2ccc(Cl)cc2)S(=O)(=O)c2ccc(C)cc2)CC1	-6	-18	14	94	103	47	-3	26	-7
COc1cccc(/C=N/n2c(-c3cccs3)n[nH]c2=S)c1	-5	-11	8	.	.	.	11	8	10
C=CCn1cc(C(=O)NCc2ccco2)c(=O)c2cc(S(=O)(=O)N3CCCCCC3)ccc21	-5	5	-4	63	79	60	6	3	-1
CCN(CC(=O)NC(=O)NC1CCCCC1)Cc1nc2ccccc2c(=O)[nH]1	-1	2	-3	90	98	77	-9	2	-24
COCCCn1c(SCc2nc3ccccc3c(=O)[nH]2)nc2ccccc2c1=O	23*	2	0	55	57	60	-32	-2	5
O=C(CNC(=O)c1cccs1)NCCN1CCN(Cc2ccccc2)CC1	-10	.	.	101	.	96	19	-5	7
C=CCSc1nnc(Cc2cc(=O)[nH]c(=O)[nH]2)n1-c1cc(C)ccc1C	-6	10	-11	91	94	90	2	18	7
COC(=O)c1ccc(/C=N/NC(=O)c2cccc(F)c2)cc1	-3	24	-24	.	.	.	16	9	-3
N/C(=N\OC(=O)Cc1cccc2ccccc12)c1ccccn1	-6	4	-4	73	96	88	1	7	-3
O=C(/C=C/Nc1cccc([N+](=O)[O-])c1)c1cccs1	-7	5	-5	79	90	77	-1	8	2
COc1cc(NC(=O)c2cc(C(C)C)on2)cc(OC)c1OC	-1	2	0	83	99	76	7	15	-1
CCOC(=O)c1nc(C)n(-c2ccc(Cl)cc2Cl)n1	-1	-18	22	.	.	.	-15	-4	7
O=C(COc1ccc(F)cc1)Nc1nccs1	-4	-18	17	98	97	83	14	7	-12
CCOC(=O)C(NC(=O)Nc1ncccn1)(Oc1ccccc1)C(F)(F)F (configuration not stated)	-4	6	-6	90	106	91	-9	32*	1
O=C(Nc1ccccc1N1CCOCC1)c1ccc2c(c1)C(=O)N(Cc1ccncc1)C2=O	-5	4	-1	94	100	96	-5	-2	-6
CCN(CC)C(=S)SCC(=O)Nc1cccc(C(F)(F)F)c1	-5	42	-43	.	.	.	-2	.	-6
CCOc1cc(C)nc(N2CCC(C(=O)Nc3ccccc3OCC)CC2)n1	-2	0	1	111	108	50	-18	0	4
COc1ccc(C(=O)C(CN2CCCC2)c2ccccc2)cc1 (configuration not stated)	-7	.	.	48	10*	1.2*	15	-2	-2
COC(=O)c1ccnc(/C=N/O)c1	-2	-1	4	94	100	102	8	6	-5
COc1ccc(S(=O)(=O)NC(C)C(=O)Nc2cccc(C(C)=O)c2)cc1 (configuration not stated)	-4	6	-5	109	101	93	-9	13	14

Some of these compounds in order of their number in sEH inh, smallest number first:
molecule | sEH inh
COC(=O)c1ccnc(/C=N/O)c1 | -1
COC(=O)c1ccc(/C=N/NC(=O)c2cccc(F)c2)cc1 | 24
CCN(CC)C(=S)SCC(=O)Nc1cccc(C(F)(F)F)c1 | 42

(continued)
SMILES	S1P2 agonist	sEH inh	sEH act	HUVEC prolif 384	Lung fibro prol	H69AR inhibit	S1P2 blocker	PostGolgi ctrl	PTPN22 act
c1ccc([C@H]2CC3C[C@@H](c4ccccc4)N2O3)cc1	0	.	.	100	106	76	0	11	5
Cc1ccc(-c2c3c(=O)n(C)c(=O)n(C)c3c3nnc4ccccc4n23)cc1	1	-2	5	101	94	85	1	.	2
CC(C)N(C(=O)COC(=O)c1ccccc1C(=O)N1CCN(c2ccc(F)cc2)CC1)C(C)C	-4	-9	11	97	104	100	2	4	5
O=C1C=C(NCc2ccco2)CC(c2ccc(Cl)cc2)C1 (configuration not stated)	-2	-2	0	68	84	53	-6	41*	9
Cc1cc(Nc2ncc(Cl)cc2Cl)n(-c2ccccn2)n1	.	.	.	81	86	73	.	10	.
COCCNC(=O)C(c1cccs1)N(C(=O)Cn1nnc2ccccc21)c1ccc(OC)cc1 (configuration not stated)	-5	6	-5	89	97	98	-1	.	-5
C=CCN(CC=C)Cc1ccc(C(=O)OC)o1	0	-4	4	95	98	90	-8	1	-1

The list is partial; rates above refer to the full screens.
